mIAP block – inhibitors of mouse IAP, primary screen, biochemical, luminescence, uHTS | purified mouse IAP, CDP-Star luminescence, 30 min | inhibition, % at 10 µM | 330,000 tested, 0.2% active;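 active = inhibition of at least 40% at 10 µM in the primary screen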;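 note: plate controls were DMSO with enzyme for no effect and no enzyme wells for full effect; values of inactives mirror those of a sister screen read the other way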
MIN6 prolif – inducers of MIN6 beta-cell proliferation, primary screen, ATP luminescence, uHTS. MIN6 cells proliferation, ATPlite luminescence, 48 h; cells starved in 0.2% serum; 100% = growth in 10% serum. proliferation, % at 10 µM. 330,000 tested, 0.29% active. AID 2380, 2010;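 active = compounds whose signal lies at least 3.5 SD above the mean of all wells on their plate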;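 note: 0% = DMSO-treated cells in low-serum medium and 100% = 10% serum control; some compounds called inactive have numbers as strong as hits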
ATG4B inh – ATG4B protease inhibitors, primary screen, biochemical, fluorescence, uHTS; ATG4B cleavage of LC3-PLA2, NBD-HPC fluorescence, 1 h; inhibition, % at 8.33 µM; 340,000 tested, 0.51% active; in the data active = inhibition above about 40%
Target sequence (Q9Y4P1 whole entry, looked up): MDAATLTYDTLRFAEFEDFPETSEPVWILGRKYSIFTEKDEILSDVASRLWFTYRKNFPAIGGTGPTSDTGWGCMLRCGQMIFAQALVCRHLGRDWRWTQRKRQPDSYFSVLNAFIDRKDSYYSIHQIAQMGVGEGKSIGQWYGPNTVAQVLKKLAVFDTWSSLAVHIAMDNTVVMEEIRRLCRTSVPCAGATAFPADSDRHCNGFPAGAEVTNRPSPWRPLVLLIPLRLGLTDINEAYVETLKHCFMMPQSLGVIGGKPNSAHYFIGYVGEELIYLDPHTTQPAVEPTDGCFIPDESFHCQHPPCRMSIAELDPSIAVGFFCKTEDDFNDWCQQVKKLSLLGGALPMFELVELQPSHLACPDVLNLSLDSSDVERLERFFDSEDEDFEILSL
hIAP activ – human IAP activators, primary screen, biochemical, luminescence, uHTS. 330,000 tested, 0.16% active. activation factor at 10 µM. Intestinal-type alkaline phosphatase (Homo sapiens), P09923. purified human IAP, CDP-Star luminescence, 30 min; active compounds read high; 1 = vehicle-only enzyme, 0 = enzyme-free background;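 active = activation factor of the enzyme at least 2-fold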; note: the source names both 10 and 20 µM as test concentration; values of inactives mirror those of a sister screen read the other way
Target sequence (P09923 whole entry, looked up): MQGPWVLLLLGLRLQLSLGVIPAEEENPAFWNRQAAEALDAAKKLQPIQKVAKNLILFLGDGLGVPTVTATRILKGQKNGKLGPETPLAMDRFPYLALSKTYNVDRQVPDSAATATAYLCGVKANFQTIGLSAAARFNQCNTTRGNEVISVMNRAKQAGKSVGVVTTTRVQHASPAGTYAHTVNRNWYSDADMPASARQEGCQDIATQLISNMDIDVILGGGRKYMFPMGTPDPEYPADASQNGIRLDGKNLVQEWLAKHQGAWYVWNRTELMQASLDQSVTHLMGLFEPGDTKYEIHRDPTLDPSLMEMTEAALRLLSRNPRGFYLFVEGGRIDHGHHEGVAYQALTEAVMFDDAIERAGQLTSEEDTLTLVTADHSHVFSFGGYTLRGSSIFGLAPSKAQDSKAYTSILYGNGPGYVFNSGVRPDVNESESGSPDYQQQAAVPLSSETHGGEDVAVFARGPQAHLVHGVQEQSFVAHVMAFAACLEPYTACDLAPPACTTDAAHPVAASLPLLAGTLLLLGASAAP
APOBEC3A inh – APOBEC3A ssDNA deaminase inhibitors, primary screen, selectivity assay for APOBEC3G inhibitor project, biochemical, FAM/TAMRA oligo cleavage fluorescence; recombinant A3A, FAM/TAMRA ssDNA deamination fluorescence; inhibition, % at 20 µM; 330,000 tested, 0.41% active;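 active = at least 40% inhibition at 20 µM here, with at most 30% in a related deaminase screen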;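 note: plate controls were A3A with DMSO for no effect and wells lacking A3A enzyme for full effect; some results filed as inactive read as strong as hits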
mIAP act – activators of mouse IAP, primary screen, biochemical, luminescence, uHTS; activation factor at 10 µM; AID 2805, 2010; muIAP, CDP-Star luminescence, 30 min; active compounds read high; 1 = vehicle-only enzyme signal, 0 = enzyme-free wells; intestinal alkaline phosphatase [Mus musculus]; 330,000 tested, 0.24% active;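 active = activation factor of at least 2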; note: the source names both 10 and 20 µM as test concentration; values of inactives mirror those of a sister screen read the other way
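Assay system: mouse IAP enzyme / Compound: DMSO-dissolved test compounds / Timing: 30 min, room temperature / Measured by: luminescence from enzymatic CDP-Star hydrolysis / Control set: DMSO-only wells, enzyme-free buffer wells as negative control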
hIAP inh – human IAP inhibitors, primary screen, biochemical, luminescence, uHTS; purified IAP, CDP-Star luminescence, 30 min; inhibition, % at 10 µM; 330,000 tested, 0.12% active;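 active = inhibition reaching a set limit with compound at 10 µM in the primary screen, cut at about 35% in these data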;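 note: plate controls were DMSO wells with enzyme for no effect and no-enzyme buffer wells for full effect; values of inactives mirror those of a sister screen read the other way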
MPTP inh – mitochondrial permeability transition pore inhibitors, primary screen, biochemical, isolated mouse mitochondria, absorbance. Ca2+ swelling absorbance, 30 min. inhibition, % at 10 µM. 360,000 tested, 1.4% active;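 active = inhibition of 50% or more, scaled per plate between neutral and stimulator controls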;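 note: 0% = DMSO wells given calcium and 100% = 1 mM EGTA wells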
APOBEC3G inh – APOBEC3G DNA deaminase inhibitors, primary screen, biochemical, fluorescence, single-stranded DNA substrate, uHTS; DNA dC->dU-editing enzyme APOBEC-3G (Homo sapiens), Q9HC16; recombinant A3G, ssDNA deamination FAM/TAMRA fluorescence; inhibition, % at 20 µM; 330,000 tested, 0.28% active;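 active = inhibition of at least 40% at 20 µM, with no more than 30% in the related APOBEC3A deaminase screen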;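 note: plate controls were DMSO wells with A3G for no effect and wells lacking A3G enzyme for full effect; some compounds called inactive have numbers as strong as hits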
Numbers without * were called inactive.

SMILES | mIAP block | MIN6 prolif | ATG4B inh | hIAP activ | APOBEC3A inh | mIAP act | hIAP inh | MPTP inh | APOBEC3G inh
Cc1cccc(NC(=O)CSc2nc(-c3ccccc3)c(C#N)c(=O)[nH]2)c1C | 2 | -2 | 21 | 0.89 | -3 | 0.98 | 11 | -0.3 | -3
CCCCN1C(=O)CC(C(=O)O)C1c1ccc(OC)cc1 (configuration not stated) | -6 | 0 | 1 | 1.1 | 0 | 1.1 | -6 | -1.9 | -4
CCCCCCCC(=O)N/N=C/c1ccncc1 | 6 | -2 | -1 | 0.97 | 3 | 0.94 | 3 | -0.9 | -1
Cc1ccc(C(=O)N2CCN(C)CC2)cc1S(=O)(=O)N1CCOCC1 | -4 | 0 | -1 | 1.3 | -4 | 1 | -34 | 0.1 | -11
O=C(Cc1c(O)c2ccccc2[nH]c1=O)NCc1ccccc1F | 5 | -3 | 3 | 0.85 | -1 | 0.95 | 15 | -2.7 | -6
CC12CN(Cc3ccccc3)CC(C)(CN(Cc3ccccc3)C1)C2=O | 6 | -1 | 4 | 1 | -3 | 0.94 | -4 | 0.1 | -10
COc1cc(OC)cc(C(=O)NCCCCCCNC(=O)c2cc(OC)cc(OC)c2)c1 | -4 | 0 | 0 | 0.91 | -2 | 1 | 10 | 0.4 | -2
O=C(CN1CCN(c2ccc(O)cc2)CC1)Nc1ccccc1C(=O)NCCc1ccccc1 | -9 | -8 | -1 | 1.1 | -5 | 1.1 | -12 | -0.8 | 16
Cc1cc(NC(=O)c2c(Cl)c(C)nn2C)no1 | 1 | 0 | -7 | 1.1 | 0 | 0.99 | -9 | -1.6 | -1
COC(=O)c1ccc(NC(=S)NN2CCOCC2)cc1 | 2 | -2 | -8 | 0.82 | -3 | 0.98 | 18 | -2.8 | -6
O=c1oc2ccccc2cc1-c1nnc(NCc2ccco2)s1 | 3 | -2 | 3 | 1 | 6 | 0.97 | 0 | -0.2 | -5
CCOC(=O)C1=C(OCc2ccc(Cl)cc2)C2C=C(C)C=CC2N=C1 (configuration not stated) | 38 | -3 | -14 | 1 | -2 | 0.62 | -4 | -2.4 | 4
CCC(C)(C)NC(=O)C(c1ccc(OC)cc1)N(C(=O)CCC(=O)Nc1cc(C)on1)c1ccc(OC)c(OC)c1 (configuration not stated) | -3 | 1 | -3 | 1.1 | -3 | 1 | -13 | 28 | -8
CCCCCC(=O)N/N=C(\C)c1ccccn1 | 1 | -3 | 2 | 0.89 | 0 | 0.99 | 11 | -3.1 | -3
CCOc1ccc(S(N)(=O)=O)cc1-c1nc2c(C(C)(C)C)nn(C)c2c(=O)[nH]1 | 7 | -2 | 1 | 1.1 | 7 | 0.93 | -7 | 2.5 | -2
COc1ccc(S(=O)(=O)Nc2ccc(S(=O)(=O)N3CCOCC3)cc2)cc1C | -6 | 1 | -5 | 0.94 | 3 | 1.1 | 6 | -2.5 | 5
COc1ccc(C(=O)N=c2nc3ccccn3s2)cc1 | 6 | -3 | -7 | 0.96 | 0 | 0.94 | 4 | -0.1 | 0
COC(=O)CC1SC(=O)NC1=Nc1ccc(O)cc1 (configuration not stated) | 4 | -4 | -10 | 0.98 | -2 | 0.96 | 2 | -2.1 | -4
O=C(Nc1ccncc1)C1CCN(S(=O)(=O)c2ccc(Cl)cc2)CC1 | -11 | 0 | -8 | 0.99 | 0 | 1.1 | 0 | -1.6 | -10
COc1ccc(CNC(=O)Nc2cc(C)ccc2C)cc1 | -7 | -2 | -9 | 1.1 | -3 | 1.1 | -12 | 4.1 | -6
Cn1c(N)c(C(=O)COC(=O)c2ccc3c(c2)OCCO3)c(=O)n(C)c1=O | 4 | -1 | -12 | 1.5 | -3 | 0.96 | -49 | 0.0 | -2
COC(=O)c1nc2cc3c(cc2c(C)c1C(=O)OC)OCO3 | 7 | 4 | -9 | 1.1 | -2 | 0.93 | -6 | 2.2 | -9
C[C@H]1C=C(C(=O)NC2CC2)O[C@@H](OCc2ccc(CO)cc2)C1 | -6 | -5 | -12 | 1 | -2 | 1.1 | -5 | -0.7 | -11
O=C(O)/C=C/C(=O)NCCc1cccc(Cl)c1 | -6 | 3 | -4 | 0.96 | 1 | 1.1 | 4 | -2.6 | -5
C[N+]1(CC(=O)OC2CCCCCCCCCCC2)CCCC1 | -10 | -6 | -4 | 1.2 | 80 | 1.1 | -21 | 0.0 | 37
CSc1cccc(NC(=O)C2CCN(C(=O)c3ccccc3C)CC2)c1 | -24 | 0 | 1 | 1 | 2 | 1.2 | -2 | 0.1 | -4
CCOc1ccccc1N(C(=O)c1snc(C(N)=O)c1N)C(C(=O)NCCC(C)C)c1ccco1 (configuration not stated) | -2 | -3 | -2 | 1.1 | 2 | 1 | -12 | 3.2 | -1
COc1ccccc1NC(=O)c1nc[nH]c1C(=O)Nc1ccccc1OC | 7 | -4 | -11 | 1 | -1 | 0.93 | -2 | 1.4 | -4
O=C1OC(N2CCN(c3ccccn3)CC2)c2ccccc21 (configuration not stated) | 1 | 0 | -3 | 0.9 | 0 | 0.99 | 10 | -0.6 | 0
COCCNC(=O)c1onc(CSc2ccc(F)c(F)c2)c1C(=O)O | 3 | 0 | 1 | 0.98 | 10 | 0.97 | 2 | -0.5 | -1
O=C(O)c1ccc(Sc2nnc3ccccn23)c([N+](=O)[O-])c1 | -1 | -3 | -7 | 0.94 | 0 | 1 | 6 | 0.4 | -3
COc1ccc(CCNC(=O)c2ccc(CNS(=O)(=O)c3ccccc3)cc2)cc1OC | 6 | -1 | 2 | 0.85 | -2 | 0.94 | 15 | -0.6 | -5
CCn1cc(C(=O)N2CCN(c3ccccc3)CC2)c(=O)c2cc(S(=O)(=O)N3CCOCC3)ccc21 | 6 | -2 | 3 | 1.2 | 7 | 0.94 | -19 | -0.5 | -2
CC12CC(NC(=O)N1c1cccc(C(=O)N3CCN(c4ccccn4)CC3)c1)c1ccccc1O2 (configuration not stated) | 4 | -2 | -11 | 0.93 | 0 | 0.96 | 8 | -1.5 | -4
C[N+](C)(C)CCNC(=O)c1cc[n+](Cc2ccccc2)c(/C=N/O)c1 | 4 | 1 | -1 | 1 | 78* | 0.96 | 0 | 0.6 | 20
Cc1cc(C)c(C#N)c(Nc2cccc(Br)c2)n1 | -5 | 0 | 1 | 1.3 | -8 | 1.1 | -30 | 0.9 | -5
O=C1OC(N2CCN(C/C=C/c3ccccc3)CC2)c2ccccc21 (configuration not stated) | 5 | 1 | 12 | 0.94 | 1 | 0.95 | 6 | -0.8 | -4
O=C(COc1ccc2c3c(c(=O)oc2c1)CCC3)NCc1ccccn1 | 3 | -2 | -5 | 1.2 | -3 | 0.97 | -16 | -3.2 | -5
O=c1ccc(-c2ccc(S(=O)(=O)N3CCCCC3)o2)n[nH]1 | 5 | 6 | 1 | 0.85 | -2 | 0.95 | 15 | -0.3 | -5
Cn1c(=O)c2c(nc(CN3CCN(Cc4ccccc4)CC3)n2Cc2cccc(Cl)c2)n(C)c1=O | 12 | -5 | -9 | 1.1 | -1 | 0.88 | -12 | -2.5 | 0
CC(C(=O)NCC1(c2ccccc2)CCCC1)N1CCCC1 (configuration not stated) | 1 | 3 | -17 | 0.97 | -2 | 0.99 | 3 | -0.8 | -6
CCOC(=O)C1CCN(C(=O)c2ccc(OCC(=O)Nc3cccc(C(F)(F)F)c3)cc2)CC1 | -15 | -6 | -11 | 1.2 | -4 | 1.1 | -24 | 2.7 | -7
CCCCN(CCCC)C(=O)c1cn(CC)c2cc(N3CCN(C)CC3)c(F)cc2c1=O | 2 | -2 | -12 | 1.1 | -5 | 0.97 | -14 | -0.6 | -14
COc1cc(C(=O)OCC(=O)NCCC2=CCCCC2)cc(OC)c1OC | -5 | 0 | -5 | 0.94 | 0 | 1.1 | 6 | 0.1 | -10
CCOc1ccnc(OCC)c1Br | 8 | -1 | -5 | 1.1 | 2 | 0.92 | -8 | 0.5 | 1
COc1cc(CCC(=O)Nc2cc(Cl)ccc2N2CCN(C)CC2)cc(OC)c1OC | -4 | -4 | -4 | 1 | 6 | 1 | 0 | -0.2 | 0
O=C(c1ccccc1Nc1ccc(SC(F)F)cc1)N1CCCCCC1 | 2 | -4 | -5 | 0.87 | -4 | 0.98 | 13 | -1.6 | -2
CN(C)CCNC(=O)C1CCN(S(=O)(=O)c2ccc3ccccc3c2)CC1 | -10 | 0 | -4 | 1.1 | -1 | 1.1 | -11 | 0.2 | 17
C[C@@]12CCC3[C@@](CCC4[C@@]3(C)CCC[C@@]4(C)C(=O)Nc3ccc(Cl)cc3)(CC1=O)C2 (some centres not stated) | -20 | -6 | -16 | 0.97 | -2 | 1.2 | 3 | 2.0 | -10
CC(Sc1nc2cc(Cl)ccc2s1)C(=O)Nc1ccc2c(c1)OCO2 (configuration not stated) | -1 | -2 | 10 | 1 | -4 | 1 | -3 | 1.3 | 4
(listing goes on)
SMILES | mIAP block | MIN6 prolif | ATG4B inh | hIAP activ | APOBEC3A inh | mIAP act | hIAP inh | MPTP inh | APOBEC3G inh
COc1ccc(C2C3=C(CC(C)(C)CC3=O)Oc3ncn(CCCn4ccnc4)c(=N)c32)cc1 (configuration not stated) | 3 | -1 | 3 | 1.1 | -3 | 0.97 | -13 | -1.0 | 0
CCn1c(=O)cc(N2CCC3(CC2)OCCO3)[nH]c1=O | 12 | 8 | -6 | 0.83 | -2 | 0.89 | 17 | -0.9 | 2
NNC(=O)c1cc2ccccc2cc1NS(=O)(=O)c1ccccc1 | -3 | 0 | -5 | 1.2 | -8 | 1 | -16 | 1.1 | -9
CC(C)C(=O)NC(Nc1cccc2cccnc12)C(Cl)(Cl)Cl (configuration not stated) | 9 | 0 | -2 | 0.82 | 0 | 0.91 | 18 | 3.6 | 0
O=C(Nc1nnc(-c2ccc(F)cc2)o1)c1cc(Cl)sc1Cl | 13 | -6 | -1 | 1.1 | -3 | 0.87 | -9 | -27 | -8
O=C(Nc1cccnc1)Nc1cc(Cl)cc(Cl)c1 | -146 | -6 | 7 | 1 | -1 | 2.5* | -2 | 89* | -6
C[C@H](CO)N1C[C@H](C)[C@@H](CN(C)C(=O)NC2CCCCC2)Oc2ccc(NS(=O)(=O)c3cn(C)cn3)cc2C1=O | -10 | -1 | -2 | 1.2 | -1 | 1.1 | -15 | -0.3 | -6
Nc1ccc(-c2nc(-c3ccccc3)nc3ccccc23)cc1 | -5 | -2 | -2 | 0.95 | -6 | 1 | 5 | 4.2 | -8

Nothing new here: 4 of the compounds above.
SMILES | mIAP block | MIN6 prolif | ATG4B inh | hIAP activ | APOBEC3A inh | mIAP act | hIAP inh | MPTP inh | APOBEC3G inh
O=C(Nc1nnc(-c2ccc(F)cc2)o1)c1cc(Cl)sc1Cl | 13 | -6 | -1 | 1.1 | -3 | 0.87 | -9 | -27 | -8
O=C(Nc1cccnc1)Nc1cc(Cl)cc(Cl)c1 | -146 | -6 | 7 | 1 | -1 | 2.5* | -2 | 89* | -6
C[C@H](CO)N1C[C@H](C)[C@@H](CN(C)C(=O)NC2CCCCC2)Oc2ccc(NS(=O)(=O)c3cn(C)cn3)cc2C1=O | -10 | -1 | -2 | 1.2 | -1 | 1.1 | -15 | -0.3 | -6
Nc1ccc(-c2nc(-c3ccccc3)nc3ccccc23)cc1 | -5 | -2 | -2 | 0.95 | -6 | 1 | 5 | 4.2 | -8
